Source: PubChem
Lipid storage S3: qHTS Assay for Lipid Storage Modulators in Drosophila S3 Cells; Drosophila S3 cells, BODIPY lipid droplet fluorescence, 18-24 h; cells fed with added oleic acid; Potency in µM for hits, for the others lipid storage change, negative = inhibition, % at the top dose, mostly 46.1 µM; 320,000 compounds, 0.64% hits; active means well fitted inhibition curve with a large enough effect in the signal ratio, with a control signal flat, not every such curve was filed as active; inconclusive means small, poorly fitted or top-dose-only effect, or effect the other way, or a change in a side signal; the % refers to the signal ratio
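Drosophila S3 cells loaded with oleic acid (400 uM, as added) and compounds at several concentrations; lipid droplets imaged by 488-nm laser-scanning cytometry, 500–530 nm intensity and object ratio to cell channel. Percent activity normalized to 20 uM Triacsin C.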
Lipid storage S3 cell count max: second read-out of Lipid storage S3, no call of its own (marks repeat the call); cell number change, %; measured here: cell count max response;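 cells counted by Cell Tracker Red CMTPX staining in the red channel; peak over a dose series mostly up to 46.1 µM; percent activity relative to internal control wells on each plate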
* hit, by the source's call; i = inactive; ? = inconclusive; / = no result given; [ ] = dose if it differs, or a comment. On the % scale 0 is the no-effect control and ±100 the full control effect; potency means the concentration at half of the fitted maximal effect. An excerpt; rates above refer to the full screens.

Sample of the layout:
entry	SMILES	Lipid storage S3	Lipid storage S3 cell count max
1	Cc1nc2c(-c3ccccc3)c(C)nn2c(N)c1-c1ccccc1	-12%	-19
2	O=C(Nc1ccc(Cl)cc1)N1CC=CCC1	12%	15
3	CC1(C)CC(NC(=O)c2sc3cc(Cl)ccc3c2Cl)CC(C)(C)N1	0%	16

Main list (from the top)
entry	SMILES	Lipid storage S3	Lipid storage S3 cell count max
1	Cc1nc2c(-c3ccccc3)c(C)nn2c(N)c1-c1ccccc1	-12%	-19
2	O=C(Nc1ccc(Cl)cc1)N1CC=CCC1	12%	15
3	CC1(C)CC(NC(=O)c2sc3cc(Cl)ccc3c2Cl)CC(C)(C)N1	0%	16
4	COc1ccc(CCNC(=O)COc2cc(O)c3c(c2)OC(C)(C)CC3=O)cc1	?	/
5	COc1ccc(CC(=O)OCC(=O)Nc2ccc(Cl)c(S(=O)(=O)N(C)C)c2)cc1	i	/
6	Cc1nc2c(Cl)c(C)nn2c2c1CCC2	-22%	3
7	C=CCNC(=O)c1ccccc1NC(=O)c1ccccc1SC	?	/
8	COC(=O)c1ccc(NC(=O)CSc2nc(=O)cc(N)n2-c2ccccc2)cc1	20%[9.22 µM]	0
9	CC(C)C(=O)NCc1cc(-c2ccc(Cl)cc2)no1	?	/
10	COc1ccc(C)cc1S(=O)(=O)N1CCN(C(=O)c2ncoc2-c2ccccc2F)CC1	?	/
11	O=C(c1n[nH]c2c1CCCC2)n1ccnc1	?	/
12	CC(=O)Nc1nc(=S)ss1	?	/
13	O=C(COc1ccc(Br)cc1)Nc1ccncc1	?	/
14	C/C(=N\Nc1nccnc1Cl)c1ccc(Cl)c(Cl)c1	?	/
15	COc1cc(/C=C(/C#N)c2ccccc2)ccc1Oc1ccc([N+](=O)[O-])cn1	?	/
16	CC(C)Oc1ccc(CC2CCC(=O)N(C)C2=O)cc1 (stereo not given)	?	/
17	COc1ccc(-c2nn(-c3ccccc3)cc2/C=N/N=C(N)N)cc1OC	?	/
18	C=CCOC(=O)C1=C[C@@H](c2cn(C(C)=O)c3ccccc23)C[C@@H](OCCCCO)O1	9%	17
19	O=C(c1ccc(NC2=NC3CS(=O)(=O)CC3S2)cc1)N1CCN(c2ccc(F)cc2)CC1 (stereo not given)	?	/
20	CCN(CC(=O)Nc1ccc2c(c1)OCCO2)C(=O)c1cc(S(=O)(=O)N2CCOCC2)ccc1F	-20%[0.0737 µM]	-10
21	O=C(Nc1nccs1)c1ccc(Cl)nc1	i	/
22	CC(C)n1c(=S)[nH]c2ccccc21	?	/
23	Cc1ccc(Cl)cc1N1CCN(S(=O)(=O)c2c(C)noc2C)CC1	?	/
24	CCOC(=O)NC(CC(=O)O)c1ccc(OC)c(OC)c1 (stereo not given)	?	/
25	Cc1ccccc1OCc1nnc(SCC(=O)N2c3ccccc3Sc3ccc(Cl)cc32)o1	?	/
26	CC1CCC(NC(=O)c2ccc3nc[nH]c3c2)CC1 (stereo not given)	?	/
27	O=C(NCc1ccccc1)C1CCN(C(=O)Cc2ccccc2)CC1	1%	9
28	O=C(CC(Nc1cccc(Cl)c1Cl)C(=O)OCC(=O)c1cccs1)c1ccccc1 (stereo not given)	1%	-7
29	O=C(CS(=O)(=O)Cc1ccccc1)Nc1ccc2c(c1)OCO2	3%	11
30	COC(=O)c1sccc1-n1cc(C#N)c(=O)n(C)c1=O	2%	28
31	Cn1cc(CN2C[C@]3(C)C[C@H]2CC(C)(C)C3)c(-c2ccc3c(c2)OCCO3)n1	9%	3
32	COC(=O)c1cc(S(=O)(=O)NCc2ccccc2OC)cn1C	i	2
33	O=C(NC1=NCCS1)C12CC3CC(CC(C3)C1)C2	?	/
34	Cc1c(C)n(Cc2ccccc2)c2ncnc(NN)c12	-5%	17
35	COc1ccc(CCNC(=O)C/C(C)=N/NC(=O)Cc2cccc3ccccc23)cc1OC	-10%	/
36	O=C(CCN1C(=O)c2ccncc2C1=O)Nc1cc(F)ccc1F	2%	/
37	COc1ccc(CC(=O)NNS(=O)(=O)c2ccccc2[N+](=O)[O-])cc1OC	?	/
38	CCCCC[C@H](O)/C=C/[C@H]1CCC(=O)[C@@H]1CCCCCCC(=O)N1CCCCC1CO (stereo not given in full)	0%	-16
39	O=C(CSc1oc(-c2cccs2)nc1S(=O)(=O)c1ccc(F)cc1)NCC1CCCO1 (stereo not given)	?	/
40	O=C(Cn1ncc2c3ccccc3n(Cc3ccccc3)c2c1=O)NCCCN1CCOCC1	i	/
41	CCCc1nc(SCC(=O)Nc2cc(C)on2)c2ccccc2n1	15%	-6
42	COCCn1c(C)cc(C(=O)COC(=O)c2cc3c(s2)CCC3)c1C	?	/
43	CCC(NC(=O)N(Cc1ccccc1)Cc1ccc2c(c1)OCO2)(C(F)(F)F)C(F)(F)F	i	/
44	COc1ccccc1NC(=O)CSCc1nc2ccccc2[nH]1	3%	-1
45	O=C(CSc1ccc(Cl)cc1)NN=C1CCCCCC1	?	/
46	CCC(CC)CN1CCN=C1N(C)C	-8%	10
47	CC(NCc1ccc(S(N)(=O)=O)cc1)C(=O)N1c2ccccc2CC1C (stereo not given)	3%	-7
48	COCCCNC(=O)c1ccccc1NS(=O)(=O)c1ccc(C)cc1	?	/
49	COC(=O)Cc1ccc(NC(=S)N2CCN(C)CC2)cc1	?	/
50	CC(C)[C@H](N)c1nnc2n1N=C(c1ccc(Cl)cc1)CS2	23%	-3
51	CCSc1cc(C)nc2ncnn12	?	/
52	CNC(=S)N/N=C(\C)c1ccc(C(C)(C)C)cc1	?	/
53	O=C(CCc1ccccc1)NC(=S)Nc1ccccc1Br	?	/
54	O=C(NNc1ncnc2c1cnn2-c1cccc(Cl)c1)c1ccco1	-5%	8
55	O=C(/C=C/c1ccco1)NC(=S)Nc1cc(-c2nc3ccccc3s2)ccc1Cl	?	/
56	CCOc1ccc(NC(=O)[C@@H]2CCC(=O)N2C2OC(=O)c3ccccc32)cc1 (stereo not given in full)	i	2
57	Cc1ccc(C(=O)Nc2cccc(-c3ccc(N4CCOCC4)nn3)c2)cc1[N+](=O)[O-]	?	/
58	CCCn1c2ccccc2c2cnn(CC(=O)NCCOC)c(=O)c21	?	/
59	CC1CCCCN1S(=O)(=O)c1ccc(C(=O)N(CCCN(C)C)c2nc3ccc(Br)cc3s2)cc1 (stereo not given)	22%	2
60	CN1CCN(S(=O)(=O)c2ccc(N(C)Cc3ccc(C(F)(F)F)cc3)c([N+](=O)[O-])c2)CC1	25%	21

Next section
entry	SMILES	Lipid storage S3	Lipid storage S3 cell count max
61	CCN1CCc2nc3sc(C(=O)Nc4cccnc4Cl)c(N)c3cc2C1	?	/
62	Cc1ccc(C(=O)NNC(=O)CSc2nnc(CNc3ccc(F)cc3)n2C)cc1	?	/
63	O=S(=O)(c1ccccc1)N1CCN(CCO)CC1	20%	8
64	Cc1cc2cc(CN(Cc3cccs3)Cc3nnnn3CC3CCCO3)c(=O)[nH]c2cc1C (stereo not given)	?	/
65	O=C(Nc1ccccn1)c1onc2c1CCCC2	0%	/
66	Cc1ccc(CNC(=O)c2ccc(N3CCC4(CC3)CC(c3cccc(Br)c3)=NO4)c([N+](=O)[O-])c2)cc1	?	/
67	O=C(OCc1ccc([N+](=O)[O-])cc1)c1cc(=O)c2ccccc2o1	i	/
68	CCc1nnc(NS(=O)(=O)c2ccc(NCc3cc(Cl)ccc3O)cc2)s1	?	/
69	COc1nc(N/N=C/c2ccc(-c3ccccc3[N+](=O)[O-])o2)nc(N2CCOCC2)n1	?	/
70	CCCCCCCn1c(C)nnc1-c1cnn(C)c1N	?	/
71	O=C(O)CC(NC(=O)C12CC3CC(CC(C3)C1)C2)c1ccc2c(c1)OCO2 (stereo not given)	-4%	-6
72	CN(CC(=O)Nc1cccc(F)c1)C(=O)c1sc2ccccc2c1Cl	?	/
73	COc1ccc(Br)cc1CNC(=O)C1CCN(C(=O)N(C)C)CC1	-1%	5
74	CC1CCCCN1C(=O)Cn1c(=O)oc2ccccc21 (stereo not given)	-8%	1
75	Cc1cc(C)n(S(=O)(=O)c2ccc(Cl)c(Cl)c2Cl)n1	?	/

Three of the entries above in order of the Lipid storage S3 cell count max value, falling:
| item | compound | Lipid storage S3 cell count max |
| --- | --- | --- |
| 54 | O=C(NNc1ncnc2c1cnn2-c1cccc(Cl)c1)c1ccco1 | 8 |
| 20 | CCN(CC(=O)Nc1ccc2c(c1)OCCO2)C(=O)c1cc(S(=O)(=O)N2CCOCC2)ccc1F | -10 |
| 1 | Cc1nc2c(-c3ccccc3)c(C)nn2c(N)c1-c1ccccc1 | -19 |

One compound at a time, from the list above.
COc1ccc(Br)cc1CNC(=O)C1CCN(C(=O)N(C)C)CC1 is listed with Lipid storage S3 = -1%; Lipid storage S3 cell count max = 5
O=S(=O)(c1ccccc1)N1CCN(CCO)CC1 is listed with Lipid storage S3 = 20%; Lipid storage S3 cell count max = 8

Continuation:
entry	SMILES	Lipid storage S3	Lipid storage S3 cell count max
76	CC(=O)NS(=O)(=O)c1ccc(NC(=O)c2ccc(Br)o2)cc1	i	10
77	CCCCC(=O)Nc1ccc(C(N)=O)cc1	?	/
78	Cc1ccc(C(=O)NCCN2CCOCC2)cc1	9%	3
79	O=c1oc2c(CN3CCN(CCO)CC3)c(O)ccc2cc1-c1ccccn1	7%	8
80	CN(C)/C=C/C(=O)c1ccc(Oc2ccccc2)cc1	?	/
81	COc1ccc(/C=N/NC(=O)c2ccc(=O)[nH]n2)cc1OC	14%	1
82	Cc1cccc(C)c1OCC(=O)N(Cc1ccc(Cl)cc1)C1CCS(=O)(=O)C1 (stereo not given)	7%	/
83	COC(=O)c1ccccc1NC(=O)CSc1ncn[nH]1	-3%	-3
84	O=C(CCC(=O)N1CCSc2ccccc21)NCc1ccccc1	-2%	6
85	COc1ccc(CNC(=O)C(c2ccncc2)N(C(=O)Cc2cccs2)c2cccnc2)cc1 (stereo not given)	22%	5
86	CC(C)c1nn2c(=O)cc(COc3cccc(NC(=O)c4ccco4)c3)nc2s1	?	/
87	O=C(Nc1nc(-c2ccc(Cl)cc2)cs1)C1=COCCO1	9.2µM*	-17*
88	CCOc1ccccc1N(CC(=O)Nc1cccc2ccccc12)S(C)(=O)=O	30%	-23
89	CCCCn1nc2cc(C(=O)NCc3ccccc3OC)ccc2c1OCC	?	/
90	COc1ccc(OC)c(C2C(C(=O)c3cccs3)=C(O)C(=O)N2CCN(C)C)c1 (stereo not given)	?	/
91	CCOC(=O)C1=C(C)N(CCCCCC(=O)O)C(=O)NC1c1ccc(Br)cc1 (stereo not given)	?	/
92	CC(=O)c1cccc(OCc2cc(C(=O)NC3CCN(Cc4ccccc4)CC3)no2)c1	?	/
93	COc1ccc(S(=O)(=O)N2CCOCC2)cc1NC(=O)CN1C(=O)NC2(CCCC2)C1=O	-5%	-13
94	CC(C)COc1cccc(C(=O)Nc2ccc(S(=O)(=O)N3CCOCC3)cc2)c1	?	/
95	Cc1nn(-c2ccccc2)c2c1C1(C(=O)N3c4c(cccc41)C(C)CC3(C)C)C(C#N)=C(N)O2 (stereo not given)	?	/
96	Cc1ccccc1Nc1nc(-c2cccnc2)nc2ccccc12	-2%	-5
97	CCOC(=O)c1c(C)[nH]c(C)c1C(=O)COC(=O)c1cccnc1SC	?	/
98	Cc1csc(NC(=O)C2CCN(C(=O)c3ccccc3C)CC2)n1	-4%	-12
99	CC(=O)Nc1ccc(NS(=O)(=O)c2ccc(C)cc2)cc1[N+](=O)[O-]	7%	4
100	Cc1ccc(C(=O)N2CCN(C34CC5CC(CC(C5)C3)C4)CC2)o1	?	/
101	Cc1cc(C)c(NC(=O)CSc2nnnn2-c2cccnc2)c(C)c1	i	-3
102	O=C(CCN1C(=O)C2C3C=CC(C3)C2C1=O)Oc1ccc2ccccc2c1 (stereo not given)	8%	13
103	CN(Cc1ccc(Cl)s1)C(=O)CCl	?	/
104	Cc1cccn2c(=O)c3cc(C(=O)NCC(C)C)sc3nc12	?	/
105	COC(=O)c1ccc(Oc2nc3c(c(=O)n(C)c(=O)n3C)n2CCC(C)C)cc1	i	/
106	CC1=CCC2C(=O)N(c3ccc(C)cc3)C(=O)C2C1 (stereo not given)	?	/
107	COc1ccc(Nc2cc(C(=O)NCCCN3CCOCC3)c3ccccc3n2)c(OC)c1	?	/
108	CCOc1ccc(C(=S)N2CCCC2)cc1	-15%	-1
109	Cc1cc(C)n(-c2ccc(C(=O)Nc3ccc(C)c(S(=O)(=O)N4CCOCC4)c3)cc2)n1	?	/
110	CC(C)c1ccc(C(=O)NNC(=O)C2CC=CCC2C(=O)O)cc1 (stereo not given)	27%	21
111	CC(Oc1ccccc1)c1ccnc2nc(/N=C/N(C)C)nn12 (stereo not given)	6%	25
112	CCC(=O)N1CCc2cc(S(=O)(=O)CCC(=O)NC(C)CC)ccc21 (stereo not given)	5%	1
113	CCc1cc2c(NC(Cc3ccccc3)C(=O)O)ncnc2s1 (stereo not given)	13%	-11
114	c1cc2nncn2nc1N1CCCC1	?	/
115	COc1ccc(-c2nnn(CC(=O)NCc3cccs3)n2)cc1OC	i	/
116	COc1ccc(N2CCN(S(=O)(=O)CCNC(=O)C34CC5CC(CC(C5)C3)C4)CC2)cc1	28%	-6
117	CCCOc1ccc([C@@H]2C3CN(C(=O)OCC)CC=C3C(C#N)=C(N)C2(C#N)C#N)cc1OC (stereo not given in full)	?	/
118	CCOC1OC2C(CO)OC(n3cnc4c(N)ncnc43)C2O1 (stereo not given)	-2%	-1
